Screening data as filed in PubChem.
Peg3 promoter = reduces Peg3 promoter-driven luciferase expression in HeLa | HeLa PEG-Prom luciferase reporter, luminescence, overnight | 360,000 compounds, 1.7% hits | inhibition, % at 20 µM;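 active means inhibition of at least 50% at 20 µM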
TRAIL sens C8 = sensitizes caspase-8 expressing cells to TRAIL | NB7+C8 cells + TRAIL, ATPlite viability luminescence | inhibition (viability loss, TRAIL sensitization), % at 10 µM | 360,000 compounds, 1% hits;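 active means compounds causing at least 50% loss of cell viability in the single-dose screen, relative to plate controls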
CF NFkB inh = blocks PAF-induced NF-kB reporter in cystic fibrosis cells. KKLEB NF-kB-GFP reporter, GFP fluorescence overnight. AID 588850. inhibition, % at 5 µM. 360,000 compounds, 0.86% hits;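 active means at least 50% inhibition at 5 µM, scaled per plate between neutral and stimulator controls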;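 further: PAF is a Pseudomonas aeruginosa culture filtrate used as stimulus; plate controls were PAF-stimulated DMSO wells for no effect and unstimulated DMSO wells for full effect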
HIF-2a block = HIF-2a inhibition | 360,000 compounds, 0.72% hits | 786-0 RCC cells HIF-2a reporter, luciferase luminescence, overnight | inhibition, % at 18.8 µM;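 active means inhibition of the luminescence signal of 40% or more relative to plate controls, in a single-dose primary screen at 18.75 µM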
MITF TRPM1 inh = inhibitors of MITF-driven TRPM1 promoter in melanoma cells; SK-MEL-5 TRPM1 promoter luciferase, 24 h; AID 488899; inhibition, % at 12.5 µM; 330,000 compounds, 0.83% hits;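 active means mean inhibition across replicates of 60% or more, whatever share of single replicates reaches that level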; further: values of inactives mirror those of a sister screen read the other way
Shn3 3UTR inh = Schnurri-3 reporter inhibition in Clone20 osteoblasts. Clone20 osteoblast Shn3 3'UTR firefly luciferase, 24 h. inhibition, % at 12.5 µM. 360,000 compounds, 0.52% hits. AID 588674;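 active means mean inhibition of at least 75% with every replicate also reaching 75%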;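 further: 0% = median of neutral control wells and 100% = pilot-screen positive control compound; some compounds past the cut are filed as inactive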
TROY NFkB inh = TROY signaling inhibition | inhibition, % at 10 µM | 360,000 compounds, 0.98% hits | AID 1347056 | Q293 LMP1-TROYcd NF-kB luciferase reporter, 4 h;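 active means compounds whose plate-normalised and pattern-corrected inhibition of the luciferase reporter signal at the single screening dose is 50% or more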
KKLEB cytotox = reduces viability of KKLEB cystic fibrosis airway cells; activity change (cytotoxicity), % at 5 µM; 360,000 compounds, 0.36% hits; KKLEB CF airway cells viability, ATPlite luminescence, overnight; active compounds read low; cells stimulated with P. aeruginosa culture filtrate;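 active means corrected activity change at or below -50% at 5 µM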
TWEAK Fn14 block = inhibitors of TWEAK-Fn14 interaction signaling; TWEAK-stimulated Fn14 reporter cells, luciferase luminescence, 8 h; inhibition, % at 10 µM; 360,000 compounds, 2% hits; in the data active means inhibition above about 50%
NR2E3 ag-1 = activates human NR2E3 receptor; CHO-S Gal4-NCOR/VP16-NR2E3 two-hybrid, luciferase; inhibition of corepressor binding, % at 3.98 µM; 360,000 compounds, 0.35% hits; AID 602229;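 active means inhibition above the mean of all tested compounds plus 3 SD, cut at about 70% in these data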;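 further: 0% = DMSO with NR2E3 transfected cells and 100% = cells lacking NR2E3 construct; higher means lower luciferase signal from less NR2E3 corepressor binding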
Target sequence (Q9Y5X4 whole entry, looked up, the tested form may be a part): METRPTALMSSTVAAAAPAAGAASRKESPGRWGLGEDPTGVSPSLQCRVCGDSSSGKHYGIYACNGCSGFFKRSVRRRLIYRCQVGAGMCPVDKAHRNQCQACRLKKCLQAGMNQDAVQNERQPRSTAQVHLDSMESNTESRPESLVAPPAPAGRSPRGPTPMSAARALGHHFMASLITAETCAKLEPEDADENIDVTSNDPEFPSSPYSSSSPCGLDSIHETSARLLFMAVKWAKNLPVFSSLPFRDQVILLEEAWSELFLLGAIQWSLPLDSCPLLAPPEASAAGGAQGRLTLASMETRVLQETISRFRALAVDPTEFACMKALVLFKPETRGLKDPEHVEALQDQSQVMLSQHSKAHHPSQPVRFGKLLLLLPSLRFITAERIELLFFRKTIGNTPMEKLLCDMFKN
NR2E3 ag-2 = agonists of human nuclear receptor NR2E3 | Q9Y5X4 | GST-NR2E3/biotin-RetCOR TR-FRET, 1536-well | inhibition of corepressor binding, % at 4.78 µM | 320,000 compounds, 0.12% hits | AID 2300;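 active means percent inhibition above the cutoff of mean plus 3 SD of all tested compounds, set per screening campaign, cut at about 20% in these data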;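 further: 0% = DMSO wells and 100% = biotin wells as full block of FRET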
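System: GST-NR2E3 and biotin-RetCOR proteins; probe or stimulus: 7 nM biotin-RetCOR; doses: compound at 4.8 µM, single dose; schedule: Compound–protein incubation for 5 h at 4 °C; detection: time-resolved FRET; read-out: percent inhibition; controls: biotin wells as high control, 0.6% DMSO wells as low control; format: 1536-well plates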
Starred values were filed as active, the others as inactive; x = no result given. An excerpt, so the mix of outcomes need not match the whole.

#1 Cc1ccccc1Oc1ncccc1C(=O)/C(C#N)=C/N(C)C
#2 COc1ccc(C2CC(=O)Oc3c(C(CCN4CCN(c5ccccc5)CC4)c4ccc(N(C)C)cc4)c(OC)cc(OC)c32)cc1 (configuration not stated)
#3 O=C(CCCN1C(=O)c2ccccc2C1=O)N1CCc2ccccc2C1
#4 COCC1CCN(Cc2c(C(=O)N3CCOCC3)nc3c(C)cccn23)C1 (configuration not stated)
#5 CC1CCC2CCCCC2N1C(=O)c1cc([N+](=O)[O-])cc([N+](=O)[O-])c1 (configuration not stated)
Assay by compound,1,2,3,4,5
TRAIL sens C8,8,-12,0,-14,16
NR2E3 ag-2,5,3,0,x,2
MITF TRPM1 inh,-1,18,2,x,21
KKLEB cytotox,-6,1,1,7,7
TROY NFkB inh,8,-7,-11,-11,-21
TWEAK Fn14 block,15,-11,-7,16,39
Peg3 promoter,-24,-8,14,7,-3
Shn3 3UTR inh,2,13,-2,-9,3
CF NFkB inh,-1,28,-5,1,2
NR2E3 ag-1,-9,2,3,-21,-11
HIF-2a block,-4,2,3,-3,10

#6 COc1cccc(C(C(=O)NC2CCCC2)N(C(=O)c2ccco2)c2ccc(NC(C)=O)cc2)c1OC (configuration not stated)
#7 O=C(COc1ncnc2ccccc12)Nc1ccccc1[N+](=O)[O-]
#8 COc1ccc(S(=O)(=O)Nc2ccccc2C)cc1C(=O)N1CCOCC1
#9 CC(=O)c1ccc(-n2nncc2C)cc1
#10 c1ccc(-c2cnc(-c3ccccn3)nn2)cc1
Assay by compound,6,7,8,9,10
TRAIL sens C8,-7,-15,-11,-5,58*
NR2E3 ag-2,4,-1,0,1,7
MITF TRPM1 inh,3,8,0,-17,-44
KKLEB cytotox,-6,-2,-2,-14,-3
TROY NFkB inh,1,18,-1,-2,-34
TWEAK Fn14 block,-2,-4,20,-11,38
Peg3 promoter,7,5,-4,15,-251
Shn3 3UTR inh,-1,1,-16,-9,1
CF NFkB inh,-8,8,4,-3,-18
NR2E3 ag-1,5,12,10,-8,-119
HIF-2a block,1,3,2,13,-163

#11 CC(=O)Nc1ccc(OS(=O)(=O)c2cc(Cl)ccc2C)cc1
#12 CCS(=O)(=O)NCCc1cc2c(OC)ccc(OC)c2[nH]c1=O
#13 CNC(=O)c1ccccc1S(=O)c1ccccc1COC(C)=O (configuration not stated)
#14 Cc1ccc(C(=O)CN(C(=O)c2ccc(Cl)cc2)N2C(=O)c3ccccc3C2=O)cc1
#15 Cc1nc2c(S(=O)(=O)c3ccccc3)cnn2c(C)c1C
Assay by compound,11,12,13,14,15
TRAIL sens C8,-5,-8,2,16,-8
NR2E3 ag-2,0,1,3,0,-2
MITF TRPM1 inh,-1,9,-4,-6,-2
KKLEB cytotox,-9,0,10,2,19
TROY NFkB inh,20,-26,-1,-10,2
TWEAK Fn14 block,4,-34,-1,11,8
Peg3 promoter,26,11,8,10,19
Shn3 3UTR inh,-11,6,2,1,4
CF NFkB inh,-7,-6,-12,-1,-5
NR2E3 ag-1,-15,-12,-28,5,-11
HIF-2a block,7,19,7,18,19

#16 O=c1[nH]c(N/N=C\c2ccc(F)cc2)nc2ccccc12
#17 CC(C)(C)c1ccc(C(=O)NCCc2ccccc2)cc1
#18 Cc1ccc2cc(CCNC(=O)c3c(-c4ccccc4Cl)noc3C)c(=O)[nH]c2c1
#19 O=C(CCCn1c(SCC(=O)c2ccc(O)c(O)c2)nc2ccccc2c1=O)NCC1CCCO1 (configuration not stated)
#20 Cc1nc(NC(=O)c2cccnc2)ccc1Br
Assay by compound,16,17,18,19,20
TRAIL sens C8,44,40,-12,11,6
NR2E3 ag-2,-3,0,1,3,-2
MITF TRPM1 inh,-15,-79,0,-5,-33
KKLEB cytotox,-12,-19,2,8,-3
TROY NFkB inh,-88,43,0,-4,-50
TWEAK Fn14 block,18,59*,30,-13,-21
Peg3 promoter,-228,-69,27,11,-103
Shn3 3UTR inh,-76,-12,8,45,-9
CF NFkB inh,-8,1,-13,-19,12
NR2E3 ag-1,-131,-75,3,0,-49
HIF-2a block,-230,-56,11,13,-155

Looked up one by one from the entries so far, two records:
#14 Cc1ccc(C(=O)CN(C(=O)c2ccc(Cl)cc2)N2C(=O)c3ccccc3C2=O)cc1
#9 CC(=O)c1ccc(-n2nncc2C)cc1
Assay by compound,14,9
TRAIL sens C8,16,-5
NR2E3 ag-2,0,1
MITF TRPM1 inh,-6,-17
KKLEB cytotox,2,-14
TROY NFkB inh,-10,-2
TWEAK Fn14 block,11,-11
Peg3 promoter,10,15
Shn3 3UTR inh,1,-9
CF NFkB inh,-1,-3
NR2E3 ag-1,5,-8
HIF-2a block,18,13

Next part.
#21 COc1cc(OC)cc(C(=O)OCn2nnc3ccccc3c2=O)c1
#22 COc1ccc(S(=O)(=O)NCC2CCCN(C(=O)CCC(F)(F)F)C2)cc1 (configuration not stated)
#23 CS(=O)(=O)c1ccccc1C(=O)N1CCN(Cc2ccccc2)CC1
#24 COc1ccc2c(c1)c1ncn(CCCN3CCOCC3)c(=O)c1n2C
#25 CCc1ccccc1NC(=O)C1CCCN1S(=O)(=O)c1ccc2c(c1)n(C)c(=O)c(=O)n2C (configuration not stated)
Assay by compound,21,22,23,24,25
TRAIL sens C8,-10,1,5,25,-6
NR2E3 ag-2,0,0,11,3,-3
MITF TRPM1 inh,x,11,-4,-8,-7
KKLEB cytotox,18,-2,3,-4,7
TROY NFkB inh,4,-10,-34,-10,-6
TWEAK Fn14 block,7,11,-6,2,-15
Peg3 promoter,3,12,2,-9,11
Shn3 3UTR inh,5,15,19,-8,2
CF NFkB inh,-39,1,-11,3,16
NR2E3 ag-1,-33,6,12,-30,0
HIF-2a block,-3,13,11,-29,6

4 compounds already listed, ordered by SMILES length, lowest first.
#20 Cc1nc(NC(=O)c2cccnc2)ccc1Br
#24 COc1ccc2c(c1)c1ncn(CCCN3CCOCC3)c(=O)c1n2C
#23 CS(=O)(=O)c1ccccc1C(=O)N1CCN(Cc2ccccc2)CC1
#25 CCc1ccccc1NC(=O)C1CCCN1S(=O)(=O)c1ccc2c(c1)n(C)c(=O)c(=O)n2C (configuration not stated)
Assay by compound,20,24,23,25
TRAIL sens C8,6,25,5,-6
NR2E3 ag-2,-2,3,11,-3
MITF TRPM1 inh,-33,-8,-4,-7
KKLEB cytotox,-3,-4,3,7
TROY NFkB inh,-50,-10,-34,-6
TWEAK Fn14 block,-21,2,-6,-15
Peg3 promoter,-103,-9,2,11
Shn3 3UTR inh,-9,-8,19,2
CF NFkB inh,12,3,-11,16
NR2E3 ag-1,-49,-30,12,0
HIF-2a block,-155,-29,11,6

Next compounds:
#26 Cn1c(=O)c2c(nc(OC3CCCCCC3)n2C)n(C)c1=O
#27 O=C(Nc1ccc(C(O)c2ccccc2)cc1)[C@@H]1O[C@H](CO)[C@@H](O)[C@H]1O (some centres not stated)
#28 Cc1cccc(OCc2n[nH]c(=S)o2)c1C
#29 CCOc1ccc(N2CC(C(=O)OCC(=O)NCc3ccccc3)CC2=O)cc1 (configuration not stated)
#30 COc1ccc(C(=O)NCCCCc2ccccc2)cc1
Assay by compound,26,27,28,29,30
TRAIL sens C8,7,-5,-7,-6,5
NR2E3 ag-2,x,x,1,-2,-3
MITF TRPM1 inh,-13,x,7,17,x
KKLEB cytotox,0,3,11,0,-2
TROY NFkB inh,3,-14,-8,-3,-40
TWEAK Fn14 block,-5,19,-10,-1,2
Peg3 promoter,0,-5,0,-2,-20
Shn3 3UTR inh,-5,-16,-8,0,-2
CF NFkB inh,4,-19,7,4,1
NR2E3 ag-1,-1,-34,-28,-4,3
HIF-2a block,-7,14,-4,15,-63

#31 O=C1Nc2cc(C(=O)N3CCOCC3)ccc2S/C1=C/c1ccccc1F
#32 COc1ccccc1C(=O)COC(=O)COc1cccc2c1OC(C)(C)C2
#33 Cc1csc2nc(CCNS(=O)(=O)c3ccc4c(c3)OCCO4)cn12
#34 O=C(NCCn1ccc2ccccc21)c1ccc2c(c1)OCO2
#35 Cc1nn(-c2ccccc2)c(N)c1C1(O)C(=O)N(C)c2ccccc21 (configuration not stated)
Assay by compound,31,32,33,34,35
TRAIL sens C8,-9,-14,12,4,-4
NR2E3 ag-2,x,1,4,0,-1
MITF TRPM1 inh,x,4,x,-76,4
KKLEB cytotox,-1,-5,17,-17,-21
TROY NFkB inh,4,8,6,-10,24
TWEAK Fn14 block,25,-23,3,16,18
Peg3 promoter,-11,21,5,-252,4
Shn3 3UTR inh,0,1,-13,-68,4
CF NFkB inh,18,11,-28,-3,-13
NR2E3 ag-1,-26,-12,-25,-72,-11
HIF-2a block,-8,-2,-1,-227,10

#36 O=C(NNC(=O)C1CC=CCC1)c1cccc(Br)c1 (configuration not stated)
#37 COc1ccccc1COCC(O)CN1CCN(S(=O)(=O)c2cccc(F)c2)CC1 (configuration not stated)
#38 Cn1c(=O)cc(OCC(=O)N2CCN(c3cccc(C(F)(F)F)c3)CC2)c2ccccc21
#39 Cn1c(-c2ccc(F)cc2)cnc1NCc1cccc([N+](=O)[O-])c1
#40 COc1ccc(C(=O)C2CCCN(C(=O)c3cc4nc(C)cc(C)n4n3)C2)cc1F (configuration not stated)
Assay by compound,36,37,38,39,40
TRAIL sens C8,6,-6,10,5,-5
NR2E3 ag-2,-4,0,0,-1,4
MITF TRPM1 inh,-6,x,-2,-4,-7
KKLEB cytotox,-12,3,6,2,0
TROY NFkB inh,3,6,18,-9,-13
TWEAK Fn14 block,-9,2,29,-1,10
Peg3 promoter,9,4,37,6,-3
Shn3 3UTR inh,0,6,0,-9,70
CF NFkB inh,-2,2,-10,-10,17
NR2E3 ag-1,4,7,-12,-10,-6
HIF-2a block,-2,4,15,-13,-3

#41 CCOC(=O)C1=C(C)NC(C)=C(C(=O)OCC)C1C(=O)OCC(=O)c1ccc2c(c1)OCCO2
#42 CN=C(Nc1ccccc1)SC1CC(=O)N(c2cccc(OC)c2)C1=O (configuration not stated)
#43 CCc1ccc(-c2cc(C)no2)cc1S(=O)(=O)NCc1ccco1
#44 Cc1cccc(NC(=O)c2nc[nH]c2C(=O)N[C@@H](CCCCNC(=O)OC(C)(C)C)C(=O)OC(C)(C)C)c1
Assay by compound,41,42,43,44
TRAIL sens C8,-6,-4,-12,51*
NR2E3 ag-2,0,2,2,0
MITF TRPM1 inh,5,3,-3,5
KKLEB cytotox,7,-5,-8,-8
TROY NFkB inh,8,8,13,12
TWEAK Fn14 block,-3,-4,-2,22
Peg3 promoter,11,13,20,32
Shn3 3UTR inh,14,10,-14,19
CF NFkB inh,-11,10,4,0
NR2E3 ag-1,-22,13,1,-2
HIF-2a block,-21,17,2,6
